PLAP activator: activates human placental alkaline phosphatase. P05187. purified PLAP enzyme, luminescent substrate read-out; active compounds read high. activation fold at 20 µM. hit rate 1.2% among 96,000; in the data active = activation fold above about 2
PTK2B oligo ant: Pyk2 (human) oligomerization antagonism. Q14289. Q293 cells, Pyk2 FERM NanoBiT luminescence; active compounds read low. z-score (the deposit names both 25 µM and 10 µM). hit rate 0.83% among 99,000;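 active = Z-score of -3 or lower, scaled per plate to the spread of control and sample wells; inactive = z-score above -3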;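 note: negative z-score means lost luminescence so less FERM oligomerization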
CYP2C9 act: activators of human CYP2C9; recombinant CYP2C9, luciferin-H conversion, luminescence; active compounds read high; factor 1 = untreated enzyme, 0 = blocked; activation factor at 5 µM; AID 1024; hit rate 1.4% among 96,000;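 active = activation factor of 2 or more for CYP2C9 at a 5 µM dose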;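 note: 0 = sulfaphenazole-blocked wells and 1 = vehicle-only wells; values of inactives mirror those of a sister screen read the other way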
Target sequence (P11712 whole entry, looked up): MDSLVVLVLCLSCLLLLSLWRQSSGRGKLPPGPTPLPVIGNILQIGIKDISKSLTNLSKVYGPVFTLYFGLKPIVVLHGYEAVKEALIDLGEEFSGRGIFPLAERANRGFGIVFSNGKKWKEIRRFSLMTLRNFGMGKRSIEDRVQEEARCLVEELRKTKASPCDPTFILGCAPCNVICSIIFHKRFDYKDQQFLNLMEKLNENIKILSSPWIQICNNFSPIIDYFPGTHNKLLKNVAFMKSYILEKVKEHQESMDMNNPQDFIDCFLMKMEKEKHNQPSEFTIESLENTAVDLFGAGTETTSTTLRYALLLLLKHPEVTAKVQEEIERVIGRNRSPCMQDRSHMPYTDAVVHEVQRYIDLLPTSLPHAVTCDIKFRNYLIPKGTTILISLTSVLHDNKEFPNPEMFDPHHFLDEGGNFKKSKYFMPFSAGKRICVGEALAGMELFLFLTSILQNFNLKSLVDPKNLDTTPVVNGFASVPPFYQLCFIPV
PostGolgi yeast: growth inhibition of a yeast mutant, post-Golgi transport screen; post-Golgi transport phenotypic cell assay; inhibition, % at 10 µM; hit rate 0.9% among 98,000; AID 739; in the data active = inhibition above about 30%;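 note: yeast cells grown in 1536-well plates; yeast grown about 18 h at 30C before absorbance read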
Ecoli WT expand: E. coli BW25113 growth inhibition, expanded screen; hit rate 0.15% among 98,000; AID 710; OD600 absorbance; growth inhibition, % at 100 µM;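 active = growth inhibition above about 50% at one test dose, limit read from the data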;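 note: growth measured after 20 h incubation at 37 °C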
CYP2C9 inhib: inhibitors of human CYP2C9 | P11712 | CYP2C9 Supersomes, luciferin-H conversion, luminescence | inhibition, % at 5 µM | hit rate 20% among 96,000;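 active = blocking of liver enzyme CYP2C9 beyond about 50% at 5 µM, limit read from the data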; note: values of inactives mirror those of a sister screen read the other way
EphB4 antag: EphB4-ephrin-B2 interaction antagonism. inhibition, % at 7 µM. P54760. EphB4 LBD / TNYL-RAW-Alexa532 peptide, fluorescence polarization. hit rate 0.15% among 97,000;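 active = inhibition above the screen-wide mean inhibition plus 3 SD, cut at about 15% in these data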;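 note: 0% = DMSO wells and 100% = excess unlabeled TNYL-RAW peptide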
CYP2C19 inhib: human CYP2C19 inhibition; P33261; CYP2C19 Supersomes, luciferin-H EGE luminescence, 30 min; inhibition, % at 5 µM; hit rate 21% among 96,000;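 active = CYP2C19 inhibition above a set limit at 5 µM in the primary screen, cut at about 50% in these data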;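 note: plate controls were negative control wells for no effect and 2.5 mM tranylcypromine positive control for full effect; values of inactives mirror those of a sister screen read the other way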
Target sequence (P33261 whole entry, looked up): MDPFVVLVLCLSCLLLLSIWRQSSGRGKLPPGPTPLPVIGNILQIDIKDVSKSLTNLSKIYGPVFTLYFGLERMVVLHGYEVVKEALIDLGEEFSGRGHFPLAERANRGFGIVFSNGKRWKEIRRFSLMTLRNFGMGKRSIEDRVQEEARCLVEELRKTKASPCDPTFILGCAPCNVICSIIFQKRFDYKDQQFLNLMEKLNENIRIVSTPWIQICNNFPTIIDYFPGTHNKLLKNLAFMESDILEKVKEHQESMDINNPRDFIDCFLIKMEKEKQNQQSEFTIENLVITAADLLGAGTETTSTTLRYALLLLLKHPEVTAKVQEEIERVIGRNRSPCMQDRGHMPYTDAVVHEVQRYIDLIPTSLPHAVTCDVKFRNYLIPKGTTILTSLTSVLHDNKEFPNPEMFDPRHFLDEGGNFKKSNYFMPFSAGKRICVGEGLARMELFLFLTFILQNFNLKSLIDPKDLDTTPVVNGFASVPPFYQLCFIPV
CYP2C19 act: increases human CYP2C19 enzyme activity. P33261. recombinant CYP2C19, luciferin-H EGE luminescence; active compounds read high; 0 = fully inhibited enzyme, 1 = untreated enzyme. activation factor at 5 µM. 96,000 tested, under 10 active;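 active = activation factor of at least 2 at 5 µM in the primary screen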;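 note: 0 = wells with 2.5 mM tranylcypromine and 1 = vehicle-only wells; values of inactives mirror those of a sister screen read the other way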
* marks the source's active call; other numbers are inactive results. Compounds were not picked by outcome; overall some 31% were active at least once.

`Cc1nc2nc(CCc3ccccc3)nn2c(C)c1Cl` gave PLAP activator 0.9, PTK2B oligo ant 1.3, CYP2C9 act 1, PostGolgi yeast -16, Ecoli WT expand 8, CYP2C9 inhib 3, EphB4 antag -2, CYP2C19 inhib 19 and CYP2C19 act 0.8.
For COc1ccc(N2CCN(CC(=O)Nc3nc4c(s3)CC(C)CC4)CC2)cc1 (stereo not drawn) the results were PLAP activator 2.9*, PTK2B oligo ant 0.31, CYP2C9 act 0.4, PostGolgi yeast 0, Ecoli WT expand -12, CYP2C9 inhib 57*, EphB4 antag -4, CYP2C19 inhib 43 and CYP2C19 act 0.6.
For COc1ccc(S(=O)(=O)Nc2ccc(C(F)(F)F)cc2)cc1OC the results were PLAP activator 1.1, PTK2B oligo ant -3.4*, CYP2C9 act 0.4, PostGolgi yeast 3, Ecoli WT expand 0, CYP2C9 inhib 62*, EphB4 antag -6, CYP2C19 inhib 99* and CYP2C19 act 0.
`COc1cccc(/C(O)=C2/C(=O)C(=O)N(CCN(C)C)C2c2ccccn2)c1` (stereo not drawn) gave PLAP activator 1.3, PTK2B oligo ant -0.35, CYP2C9 act 1.1, PostGolgi yeast 0, Ecoli WT expand -4, CYP2C9 inhib -9, EphB4 antag 6, CYP2C19 inhib 1 and CYP2C19 act 1.
`CCOC(=O)C1CCN(C(=O)c2sc3nc(-c4ccc(F)cc4)cn3c2C)CC1` gave PLAP activator 1.3, PTK2B oligo ant -0.57, CYP2C9 act 0.7, PostGolgi yeast -5, Ecoli WT expand -6, CYP2C9 inhib 34, EphB4 antag -1, CYP2C19 inhib 20 and CYP2C19 act 0.8.
For COc1cccc(NC(=O)C2CCCN2C(=O)Nc2ccccc2F)c1 (stereo not drawn) the results were PLAP activator 1.2, PTK2B oligo ant 0.31, CYP2C9 act 0.8, PostGolgi yeast 18, Ecoli WT expand 2, CYP2C9 inhib 21, EphB4 antag -8, CYP2C19 inhib 28 and CYP2C19 act 0.7.
COc1ccc(Cl)cc1NC(=O)N1CCN(S(C)(=O)=O)CC1 was read as PLAP activator 1, PTK2B oligo ant -0.23, CYP2C9 act 1.6, PostGolgi yeast -3, Ecoli WT expand -3, CYP2C9 inhib -58, EphB4 antag 3, CYP2C19 inhib -5 and CYP2C19 act 1.
Screening CCOc1cc(-c2noc(CCC(=O)Nc3cccnc3)n2)ccc1OC returned PLAP activator 1.4, PTK2B oligo ant -0.16, CYP2C9 act 1, PostGolgi yeast -2, Ecoli WT expand 6, CYP2C9 inhib 4, CYP2C19 inhib 12 and CYP2C19 act 0.9.
COC(=O)c1sccc1NC(=O)Nc1cccc(Cl)c1Cl was read as PLAP activator 1, PTK2B oligo ant -1.3, CYP2C9 act 1, PostGolgi yeast -3, Ecoli WT expand -6, CYP2C9 inhib -2, EphB4 antag 0, CYP2C19 inhib -7 and CYP2C19 act 1.1.
Screening O=C(NCc1cccs1)C1CCCN(S(=O)(=O)c2cnc[nH]2)C1 (stereo not drawn) returned PLAP activator 0.9, CYP2C9 act 0.5, PostGolgi yeast 2, Ecoli WT expand -5, CYP2C9 inhib 47, EphB4 antag -6, CYP2C19 inhib 84* and CYP2C19 act 0.2.
Screening CCc1nc2ccccc2n1Cc1ccccc1OC returned PLAP activator 1.6, PTK2B oligo ant 0.3, CYP2C9 act 0.3, PostGolgi yeast 3, Ecoli WT expand 10, CYP2C9 inhib 65*, EphB4 antag 2, CYP2C19 inhib 96* and CYP2C19 act 0.
For CCCCn1c(SCC(=O)NCc2ccccc2)nc2ccc(N3CCOCC3)cc2c1=O the results were PLAP activator 1.4, PTK2B oligo ant -0.96, CYP2C9 act 0.3, PostGolgi yeast -5, Ecoli WT expand -6, CYP2C9 inhib 74*, EphB4 antag 8, CYP2C19 inhib 34 and CYP2C19 act 0.7.
`COc1ccc(CNC(=O)COC(=O)c2n[nH]c3ccccc23)cc1OC` gave PTK2B oligo ant 1.9, PostGolgi yeast -2, Ecoli WT expand -11 and EphB4 antag 1.
For Nc1nc(SCC(=O)NCc2ccco2)[nH]c(=O)c1-c1ccccc1 the results were PLAP activator 1, PTK2B oligo ant 1.7, CYP2C9 act 0.6, PostGolgi yeast 5, Ecoli WT expand 5, CYP2C9 inhib 38, EphB4 antag -6, CYP2C19 inhib 1 and CYP2C19 act 1.
Screening Cc1ccc(C(=O)NCc2ccco2)cc1S(=O)(=O)N1CCCCC1 returned PLAP activator 0.9, PTK2B oligo ant 0.68, CYP2C9 act 0.6, PostGolgi yeast -9, Ecoli WT expand 0, CYP2C9 inhib 41, EphB4 antag 3, CYP2C19 inhib 24 and CYP2C19 act 0.8.
Screening Cc1c(NC(=O)c2cc(-c3ccccc3)on2)c(=O)n(-c2ccccc2)n1C returned PLAP activator 1.1, PTK2B oligo ant 0.32, CYP2C9 act 1.7, PostGolgi yeast -8, Ecoli WT expand -2, CYP2C9 inhib -69, EphB4 antag 4, CYP2C19 inhib -4 and CYP2C19 act 1.
C=CCn1c(Cc2cccs2)nnc1SCC(=O)Nc1ccc(OC)c(OC)c1 was read as PLAP activator 0.9, PTK2B oligo ant 0.63, CYP2C9 act 0.9, PostGolgi yeast -9, Ecoli WT expand -2, CYP2C9 inhib 9, EphB4 antag -1, CYP2C19 inhib 16 and CYP2C19 act 0.8.
Screening Cn1c(Cn2c(C(F)(F)F)nc3ccccc32)nc2ccccc21 returned PLAP activator 0.8, PTK2B oligo ant -1.4, CYP2C9 act 1, PostGolgi yeast -5, Ecoli WT expand 6, CYP2C9 inhib 4, EphB4 antag 4, CYP2C19 inhib 27 and CYP2C19 act 0.7.
`CCCCN=C1N/C(=C\c2ccco2)C(=O)N1c1ccccc1` gave PLAP activator 1.1, PTK2B oligo ant -0.88, CYP2C9 act 1, PostGolgi yeast 2, Ecoli WT expand 1, CYP2C9 inhib 2, EphB4 antag -1, CYP2C19 inhib 1 and CYP2C19 act 1.
`CCn1c(O)c(C(C#N)=C2N=c3ccccc3=N2)c2ccccc21` gave PLAP activator 1.1, PTK2B oligo ant -0.09, CYP2C9 act 1.3, PostGolgi yeast -10, Ecoli WT expand -15, CYP2C9 inhib -31, EphB4 antag -2, CYP2C19 inhib 31 and CYP2C19 act 0.7.
For COc1ccc(C2C(C#N)=C(N)OC3=C2C(=O)CC(C)(C)C3)c([N+](=O)[O-])c1OC (stereo not drawn) the results were PLAP activator 1, PTK2B oligo ant 1.7, CYP2C9 act 0.3, PostGolgi yeast -12, Ecoli WT expand 4, CYP2C9 inhib 71*, EphB4 antag 2, CYP2C19 inhib 21 and CYP2C19 act 0.8.
For O=C(CSc1nnnn1C1CCCCC1)NCc1ccco1 the results were PLAP activator 1.2, PTK2B oligo ant -0.24, CYP2C9 act 0.9, PostGolgi yeast 2, Ecoli WT expand -15, CYP2C9 inhib 6, EphB4 antag -1, CYP2C19 inhib 22 and CYP2C19 act 0.8.
Screening C=CCn1c(SCCC(=O)O)nc2c1c(=O)n(C)c(=O)n2C returned PLAP activator 1, PTK2B oligo ant 2, CYP2C9 act 1, PostGolgi yeast 13, Ecoli WT expand 9, CYP2C9 inhib -2, EphB4 antag -2, CYP2C19 inhib 3 and CYP2C19 act 1.
`C=CCn1cc(C(=O)NCc2ccco2)c(=O)c2cc(S(=O)(=O)N3CCCCCC3)ccc21` gave PLAP activator 1.5, PTK2B oligo ant -1.5, CYP2C9 act 0.1, PostGolgi yeast -8, Ecoli WT expand -22, CYP2C9 inhib 89*, EphB4 antag 6, CYP2C19 inhib 44 and CYP2C19 act 0.6.

Part of the list above in order of SMILES length, falling.
Screening Cc1c(NC(=O)c2cc(-c3ccccc3)on2)c(=O)n(-c2ccccc2)n1C returned PLAP activator 1.1, PTK2B oligo ant 0.32, CYP2C9 act 1.7, PostGolgi yeast -8, Ecoli WT expand -2, CYP2C9 inhib -69, EphB4 antag 4, CYP2C19 inhib -4 and CYP2C19 act 1.
For COc1ccc(N2CCN(CC(=O)Nc3nc4c(s3)CC(C)CC4)CC2)cc1 (stereo not drawn) the results were PLAP activator 2.9*, PTK2B oligo ant 0.31, CYP2C9 act 0.4, PostGolgi yeast 0, Ecoli WT expand -12, CYP2C9 inhib 57*, EphB4 antag -4, CYP2C19 inhib 43 and CYP2C19 act 0.6.
For COc1ccc(S(=O)(=O)Nc2ccc(C(F)(F)F)cc2)cc1OC the results were PLAP activator 1.1, PTK2B oligo ant -3.4*, CYP2C9 act 0.4, PostGolgi yeast 3, Ecoli WT expand 0, CYP2C9 inhib 62*, EphB4 antag -6, CYP2C19 inhib 99* and CYP2C19 act 0.
For O=C(CSc1nnnn1C1CCCCC1)NCc1ccco1 the results were PLAP activator 1.2, PTK2B oligo ant -0.24, CYP2C9 act 0.9, PostGolgi yeast 2, Ecoli WT expand -15, CYP2C9 inhib 6, EphB4 antag -1, CYP2C19 inhib 22 and CYP2C19 act 0.8.

(next part)
For CNC(=O)c1csc(-c2ccccc2)n1 the results were PLAP activator 0.9, PTK2B oligo ant 0.88, CYP2C9 act 0.9, PostGolgi yeast -4, Ecoli WT expand 1, CYP2C9 inhib 13, EphB4 antag -3, CYP2C19 inhib 24 and CYP2C19 act 0.8.
Screening COC(=O)C1CC(O)CN1C(=O)c1ccco1 (stereo not drawn) returned PLAP activator 1.1, PTK2B oligo ant 1.6, CYP2C9 act 1.2, PostGolgi yeast -1, Ecoli WT expand 6, CYP2C9 inhib -22, EphB4 antag -7, CYP2C19 inhib -23 and CYP2C19 act 1.2.
For O=C(Cc1ccccc1)NCC(=O)N1CCCCCC1 the results were PLAP activator 1.1, PTK2B oligo ant 0.49, CYP2C9 act 0.9, PostGolgi yeast -10, Ecoli WT expand 0, CYP2C9 inhib 11, EphB4 antag -5, CYP2C19 inhib 24 and CYP2C19 act 0.8.
`CC1=Nc2ccccc2/C1=C\c1nc(-c2ccc(F)cc2)oc1O` gave PLAP activator 0.7, PTK2B oligo ant -0.09, CYP2C9 act 0.9, PostGolgi yeast -16, Ecoli WT expand -25, CYP2C9 inhib 8, EphB4 antag 15*, CYP2C19 inhib -8 and CYP2C19 act 1.1.
For CCOC(=O)Nc1ccc(C(=O)Oc2ccccc2)c(O)c1 the results were PLAP activator 1, PTK2B oligo ant -2.6, CYP2C9 act 1.2, PostGolgi yeast -5, Ecoli WT expand -6, CYP2C9 inhib -18, EphB4 antag -3, CYP2C19 inhib 18 and CYP2C19 act 0.8.
`N#Cc1c2c(c(Nc3ccccc3)n3c1nc1ccccc13)CCC2` gave PLAP activator 0.8, PTK2B oligo ant -0.72, CYP2C9 act 1.1, PostGolgi yeast 16, Ecoli WT expand -5, CYP2C9 inhib -6, EphB4 antag 4, CYP2C19 inhib 1 and CYP2C19 act 1.
CCOc1ccc(CC(=O)NNC(=S)Nc2ccccc2)cc1Br was read as PLAP activator 1.5, PTK2B oligo ant 0.76, CYP2C9 act 0.3, PostGolgi yeast 5, Ecoli WT expand -7, CYP2C9 inhib 72*, EphB4 antag -1, CYP2C19 inhib 53* and CYP2C19 act 0.5.
`CCOC(=O)CN1C(=O)C(=O)c2cc(C)ccc21` gave PLAP activator 1.1, PTK2B oligo ant 0.08, CYP2C9 act 0.9, PostGolgi yeast 1, Ecoli WT expand 9, CYP2C9 inhib 8, EphB4 antag -1, CYP2C19 inhib -2 and CYP2C19 act 1.
For CC(NC(=O)c1ccc(S(=O)(=O)N(C)C)cc1)c1ccccc1 (stereo not drawn) the results were PLAP activator 0.9, PTK2B oligo ant 2, CYP2C9 act 0.5, PostGolgi yeast -3, Ecoli WT expand 3, CYP2C9 inhib 54*, EphB4 antag 4, CYP2C19 inhib 46 and CYP2C19 act 0.5.
`N#Cc1cc(-c2ccccc2)nnc1Oc1ccccc1Cl` gave PLAP activator 0.9, PTK2B oligo ant 0.96, CYP2C9 act 1.1, PostGolgi yeast -5, Ecoli WT expand -5, CYP2C9 inhib -7, EphB4 antag -5, CYP2C19 inhib -20 and CYP2C19 act 1.2.
